# Jurkat NFkB inh: inhibitors of induced NF-kB luciferase reporter, primary screen, TCR NF-kB activation inhibitor project, cell-based, luminescence, uHTS; AID 435003, 2010; Jurkat, PMA/ionomycin-induced NF-kB luciferase reporter; 0.53% of 330,000 active; inhibition, % at 4 µM; in the data active means inhibition above about 50%
# Gli-Sufu block: Gli-Sufu pathway antagonists, primary screen, luciferase luminescence, Sufu-KO-LIGHT cells, uHTS. Sufu-KO-LIGHT fibroblasts, Gli luciferase reporter luminescence. inhibition, % at 5 µM. 0.74% of 340,000 active;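 active means inhibition above about 55%, limit read from the data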;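 further: 0% = DMSO-treated cells and 100% = wells with medium but no cells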
# EBI2 antag: EBI2 receptor antagonists, beta-arrestin recruitment, primary screen, cell-based, luminescence, 7a,25-OHC stimulation, uHTS; 7a,25-OHC stimulated; inhibition, % at 5 µM; 0.81% of 360,000 active; in the data active means inhibition above about 38%;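 further: enzyme fragment complementation signal reports receptor beta-arrestin coupling in cells; 0% = agonist plus DMSO wells and 100% = wells without agonist; some results beyond the cut were filed as inactive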
# UBC13 polyUb: UBC13 polyubiquitin chain formation inhibitors, primary screen, biochemical, TR-FRET, uHTS. Ubiquitin-conjugating enzyme E2 N (Homo sapiens), P61088. inhibition, % at 20 µM. 0.47% of 330,000 active. AID 485273, 2010; in the data active means inhibition above about 45%, passing the limit was not always enough; inconclusive means no clear call, values can overlap the other calls
# Target sequence (P61088 whole entry, looked up): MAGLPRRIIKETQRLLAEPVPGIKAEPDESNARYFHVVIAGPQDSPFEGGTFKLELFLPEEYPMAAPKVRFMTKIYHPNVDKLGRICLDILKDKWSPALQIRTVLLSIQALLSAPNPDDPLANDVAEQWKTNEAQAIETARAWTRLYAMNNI
# CXCR6 inh: CXCR6 receptor inhibitors, primary screen, cell-based, beta-arrestin, luminescence, CHO-K1 PathHunter, 1536-well. C-X-C chemokine receptor type 6 (Homo sapiens), O00574. inhibition, % at 20 µM. 0.36% of 360,000 active. AID 602244, 2012; in the data active means inhibition above about 34%, passing the limit was not always enough;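 further: antagonist mode with CXCL16 agonist at 10 nM final; 0% = 10 nM CXCL16 with DMSO and 100% = unstimulated wells without agonist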
# CCR6 antag: CCR6 receptor antagonists, primary screen, cell-based, CHO-K1, luminescence, beta-arrestin, uHTS; C-C chemokine receptor type 6 (Homo sapiens), P51684; 0.49% of 340,000 active; CHO-K1 CCR6 PathHunter beta-arrestin, CCL20-stimulated; inhibition, % at 20 µM; AID 493098, 2011;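 active means compounds whose inhibition of the agonist-driven luminescence signal at 20 µM reaches about 50%, limit read from the data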;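 further: cells stimulated with CCL20 at 14 nM final; plate controls were DMSO with CCL20 for no effect and DMSO without agonist for full effect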
# Target sequence (P51684 whole entry, looked up): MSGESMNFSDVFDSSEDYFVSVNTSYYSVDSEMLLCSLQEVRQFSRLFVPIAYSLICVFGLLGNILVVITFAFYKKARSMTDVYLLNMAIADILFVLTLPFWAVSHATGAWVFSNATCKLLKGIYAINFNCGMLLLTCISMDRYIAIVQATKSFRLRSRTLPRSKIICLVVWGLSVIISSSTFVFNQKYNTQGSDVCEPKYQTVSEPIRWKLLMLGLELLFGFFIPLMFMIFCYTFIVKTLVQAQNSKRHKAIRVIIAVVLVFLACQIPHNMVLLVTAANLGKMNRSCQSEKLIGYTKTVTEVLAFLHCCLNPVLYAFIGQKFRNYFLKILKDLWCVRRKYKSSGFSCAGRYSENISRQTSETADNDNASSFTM
# 697 NFkB inh: inhibitors of PMA/ionomycin-induced NF-kB reporter, 697 cells, primary screen, B-cell NF-kB inhibitor project, cell-based, luminescence, uHTS | 697 B-cell NF-kB luciferase reporter, 16 h | inhibition, % at 4 µM | 0.33% of 330,000 active; in the data active means inhibition above about 35%
# APJ antag: antagonists of human apelin receptor APJ, primary screen, CHO-K1 cells, beta-arrestin complementation, luminescence | 0.32% of 330,000 active | inhibition, % at 20 µM | P35414;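 active means inhibition above about 40% at 20 µM, limit read from the data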;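 further: cells challenged with 10 nM apelin-13 agonist together with compound; plate controls were apelin-13 plus DMSO wells for no effect and DMSO wells lacking apelin-13 for full effect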
# Target sequence (P35414 whole entry, looked up): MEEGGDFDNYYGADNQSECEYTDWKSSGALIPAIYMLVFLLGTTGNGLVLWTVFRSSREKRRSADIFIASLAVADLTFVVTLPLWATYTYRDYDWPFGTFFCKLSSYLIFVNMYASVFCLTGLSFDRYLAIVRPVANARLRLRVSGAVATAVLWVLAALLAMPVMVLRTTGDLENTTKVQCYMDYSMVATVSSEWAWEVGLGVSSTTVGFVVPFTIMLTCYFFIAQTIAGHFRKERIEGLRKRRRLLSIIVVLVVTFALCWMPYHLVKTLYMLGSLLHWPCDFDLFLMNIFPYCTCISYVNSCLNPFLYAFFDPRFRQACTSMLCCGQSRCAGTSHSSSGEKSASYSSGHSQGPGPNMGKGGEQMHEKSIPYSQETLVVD
# An asterisk follows results filed as active; u = inconclusive; x = not tested or not shown.
SMILES,Jurkat NFkB inh,Gli-Sufu block,EBI2 antag,UBC13 polyUb,CXCR6 inh,CCR6 antag,697 NFkB inh,APJ antag
C=CCn1c(SCC(N)=O)nnc1-c1cnccn1,7,0,6,5,-7,-7,3,11
Cc1ccc(/C=C2\SC(=S)N(CCCC(=O)Nc3cccnc3)C2=O)cc1,18,x,22,-5,-4,22,90*,-1
Cc1nc2ccccc2c(=O)n1NC(=O)c1ccc([N+](=O)[O-])cc1,7,0,-3,2,-10,-9,14,0
COCCN(Cc1nc(C(c2ccccc2)c2ccccc2)no1)C(C)C,-20,4,1,-6,-4,11,-2,-10
Cc1c(NC(=S)NC(=O)c2ccc(Br)o2)c(=O)n(-c2ccccc2)n1C,14,-3,-11,-3,4,7,1,-1
CCc1nnc(SCc2cccc(F)c2)nc1CC,16,2,-5,-4,-3,10,1,-79
CC(C)(C)c1cc(CCC(=O)N2CCCC2)cc(C(C)(C)C)c1O,9,-2,27,-11,-6,10,-12,8
Nc1c(C(=O)NCc2ccco2)sc2nc(N3CCOCC3)c3c(c12)CCCC3,-9,0,7,u,-9,2,-17,8
CC1(C)CNC(=O)c2sc(N3CCOCC3)nc2C1,13,7,-7,-5,6,-22,24,6
Cc1cc(C)cc(NS(=O)(=O)c2cccs2)c1,19,-7,4,6,5,20,10,19
CN(C)S(=O)(=O)c1ccc(NC(=O)C2CCCN(C(=O)c3ccc(Cl)cc3)C2)cc1 (stereo not drawn),-2,5,4,10,-5,9,-4,1
O=C(O)c1ccc(N=c2oc3cc(O)ccc3cc2C(=O)NCc2ccccc2)cc1,4,-8,6,-13,4,14,18,18
O=[N+]([O-])c1cccc(/C=C/c2ccncc2)c1,-24,-3,-5,0,-1,3,1,-3
COc1cc(C(=O)N/C(=C\c2cn(C)c3ccccc23)C(=O)N2CCOCC2)cc(OC)c1OC,4,-39,4,0,-2,3,-10,0
CNc1nc(N)c([N+](=O)[O-])c(Nc2ccccc2OC)n1,14,6,-7,3,-3,5,1,16

# Copied from the list:
# Result for Cc1nc2ccccc2c(=O)n1NC(=O)c1ccc([N+](=O)[O-])cc1 in APJ antag: 0
# Result for CC1(C)CNC(=O)c2sc(N3CCOCC3)nc2C1 in CXCR6 inh: 6
# Result for CCc1nnc(SCc2cccc(F)c2)nc1CC in Gli-Sufu block: 2

# (next part)
SMILES,Jurkat NFkB inh,Gli-Sufu block,EBI2 antag,UBC13 polyUb,CXCR6 inh,CCR6 antag,697 NFkB inh,APJ antag
CN(C)C1=NCCN1CCc1cccc(F)c1,-1,1,-1,-1,-4,3,11,1
COc1ccc(C2=NS(=O)(=O)N(C)C(C(=O)Nc3ccc(OC)c(OC)c3)=C2)cc1,0,0,6,-8,5,18,4,22
CCCOc1ccc(CNCCCOCC)cc1OC,-6,2,-11,-10,1,13,25,3
O=C(CCSCc1cccc(Cl)c1)NCCC1=CCCCC1,2,-5,14,8,-5,5,8,7
Cc1ccc(SCC(=O)NC(C)c2ccccc2)cc1 (stereo not drawn),-14,3,10,-3,-5,12,5,10
O=C(c1cnn2c(C(F)(F)F)cc(-c3cccs3)nc12)N1CCN(C(c2ccccc2)c2ccccc2)CC1,17,-24,9,-17,-10,9,7,1
Cc1ccc(C)c(N(CC(=O)N(C)C)S(C)(=O)=O)c1,0,0,2,7,-6,-11,2,3
CC(C)Cc1nnc(NC(=O)CCC(=O)Nc2ccccc2F)s1,-5,-13,-6,-2,5,-1,10,12
COc1cccc(-c2nc(CS(=O)(=O)CC(=O)NCCCN3CC(C)CC(C)C3)c(C)o2)c1 (stereo not drawn),11,44,8,8,4,25,-18,1
CS(=O)(=O)N1CCN(c2ccccc2NC(=O)c2ccc3c(c2)OCCO3)CC1,-21,0,3,-1,4,8,-21,8
CCN(CC(=O)NCc1ccc(Cl)cc1)C(=O)Cc1ccc(OC)cc1,23,-24,2,-2,-1,12,2,-8
COc1ccc(NC(=O)CN(C)C(=O)c2c(C)nn(-c3ccccc3)c2Cl)cc1,7,-3,1,-6,-4,0,6,10
O=C(N1CCCC1)n1c(Cc2ccccc2)nc2ccccc21,-4,-3,-5,8,0,7,3,-2
CSCCC(NC(N)=O)C(=O)Nc1cccc(S(=O)(=O)N2CCOCC2)c1 (stereo not drawn),-6,-7,5,-8,-2,-14,-6,-10
CCOC(=O)c1ccc(NC(=S)N(CCCN2CCCC2)Cc2cccs2)cc1,0,24,5,0,11,16,-16,19
Cc1n[nH]c(=O)c2c(NC(=O)CSc3nnnn3-c3ccccc3)oc(C)c12,19,-23,0,-12,9,4,14,9
c1ccc(-n2ncc3c(NCc4cccnc4)ncnc32)cc1,-44,14,1,14,2,-17,-31,0
O=C(COC(=O)c1ccccc1Br)NCc1cccs1,-13,0,-4,-2,2,-1,-4,-5
O=C(O)C1=C(Nc2ccccc2)OCC1=O,8,-17,-12,3,2,10,16,1
Cc1ccnc2nc(C(=O)OCC(=O)c3ccc(NC(=O)CC(C)C)cc3)nn12,7,4,-3,-11,0,17,10,6
CCCCCCN1N=C(C)C(C(=O)c2ccc(Cl)cc2)C1=O (stereo not drawn),-1,5,5,-10,-2,-12,-17,2
COc1ccc(C2=NS(=O)(=O)N(C)C(C(=O)N3CCC(C)CC3)=C2)cc1,20,4,-9,-3,1,18,17,2
N[C@@H](Cc1ccccc1)c1nnc(SCc2ccccc2Cl)o1,-12,0,4,2,-1,-11,13,-16
O=S1(=O)CCO[C@H]2Cc3ccccc3[C@H]2N1Cc1ccc(F)cc1,8,-24,-4,0,2,10,11,7
COC(=O)C(CCSC)NC(=O)c1cc2c(n(-c3ccccc3)c1=O)CCCC2=O (stereo not drawn),1,-3,-2,2,5,2,-4,17
Cc1cc2c3c([nH]c2cc1S(=O)(=O)NCCCOC(C)C)CC(C)(C)CC3=O,26,-1,-1,7,-15,12,-13,16
COc1ccc(Nc2nnc(C)c(=O)[nH]2)cc1,11,3,10,0,0,5,22,16
COC(=O)CN1C(=O)C2(C(C#N)=C(N)Oc3c2c(C)nn3-c2ccccc2)c2ccccc21 (stereo not drawn),1,5,-16,-12,-2,-28,23,-74
CCCc1cc(=O)[nH]c(SCC(=O)Nc2cc(S(=O)(=O)N3CCCCC3)ccc2Cl)n1,x,-7,-4,x,6,2,x,x
Cc1nn2c(-c3ccncc3)nnc2c2ccccc12,-13,-5,-5,-3,-2,14,-19,-10

# 20 entries from above in another layout.
smiles | Jurkat NFkB inh | Gli-Sufu block | EBI2 antag | UBC13 polyUb | CXCR6 inh | CCR6 antag | 697 NFkB inh | APJ antag
CC(C)Cc1nnc(NC(=O)CCC(=O)Nc2ccccc2F)s1 | -5 | -13 | -6 | -2 | 5 | -1 | 10 | 12
COc1cccc(-c2nc(CS(=O)(=O)CC(=O)NCCCN3CC(C)CC(C)C3)c(C)o2)c1 (stereo not drawn) | 11 | 44 | 8 | 8 | 4 | 25 | -18 | 1
CS(=O)(=O)N1CCN(c2ccccc2NC(=O)c2ccc3c(c2)OCCO3)CC1 | -21 | 0 | 3 | -1 | 4 | 8 | -21 | 8
CCN(CC(=O)NCc1ccc(Cl)cc1)C(=O)Cc1ccc(OC)cc1 | 23 | -24 | 2 | -2 | -1 | 12 | 2 | -8
COc1ccc(NC(=O)CN(C)C(=O)c2c(C)nn(-c3ccccc3)c2Cl)cc1 | 7 | -3 | 1 | -6 | -4 | 0 | 6 | 10
O=C(N1CCCC1)n1c(Cc2ccccc2)nc2ccccc21 | -4 | -3 | -5 | 8 | 0 | 7 | 3 | -2
CSCCC(NC(N)=O)C(=O)Nc1cccc(S(=O)(=O)N2CCOCC2)c1 (stereo not drawn) | -6 | -7 | 5 | -8 | -2 | -14 | -6 | -10
CCOC(=O)c1ccc(NC(=S)N(CCCN2CCCC2)Cc2cccs2)cc1 | 0 | 24 | 5 | 0 | 11 | 16 | -16 | 19
Cc1n[nH]c(=O)c2c(NC(=O)CSc3nnnn3-c3ccccc3)oc(C)c12 | 19 | -23 | 0 | -12 | 9 | 4 | 14 | 9
c1ccc(-n2ncc3c(NCc4cccnc4)ncnc32)cc1 | -44 | 14 | 1 | 14 | 2 | -17 | -31 | 0
O=C(COC(=O)c1ccccc1Br)NCc1cccs1 | -13 | 0 | -4 | -2 | 2 | -1 | -4 | -5
O=C(O)C1=C(Nc2ccccc2)OCC1=O | 8 | -17 | -12 | 3 | 2 | 10 | 16 | 1
Cc1ccnc2nc(C(=O)OCC(=O)c3ccc(NC(=O)CC(C)C)cc3)nn12 | 7 | 4 | -3 | -11 | 0 | 17 | 10 | 6
CCCCCCN1N=C(C)C(C(=O)c2ccc(Cl)cc2)C1=O (stereo not drawn) | -1 | 5 | 5 | -10 | -2 | -12 | -17 | 2
COc1ccc(C2=NS(=O)(=O)N(C)C(C(=O)N3CCC(C)CC3)=C2)cc1 | 20 | 4 | -9 | -3 | 1 | 18 | 17 | 2
N[C@@H](Cc1ccccc1)c1nnc(SCc2ccccc2Cl)o1 | -12 | 0 | 4 | 2 | -1 | -11 | 13 | -16
O=S1(=O)CCO[C@H]2Cc3ccccc3[C@H]2N1Cc1ccc(F)cc1 | 8 | -24 | -4 | 0 | 2 | 10 | 11 | 7
COC(=O)C(CCSC)NC(=O)c1cc2c(n(-c3ccccc3)c1=O)CCCC2=O (stereo not drawn) | 1 | -3 | -2 | 2 | 5 | 2 | -4 | 17
Cc1cc2c3c([nH]c2cc1S(=O)(=O)NCCCOC(C)C)CC(C)(C)CC3=O | 26 | -1 | -1 | 7 | -15 | 12 | -13 | 16
COc1ccc(Nc2nnc(C)c(=O)[nH]2)cc1 | 11 | 3 | 10 | 0 | 0 | 5 | 22 | 16

# (list continues)
SMILES,Jurkat NFkB inh,Gli-Sufu block,EBI2 antag,UBC13 polyUb,CXCR6 inh,CCR6 antag,697 NFkB inh,APJ antag
Cc1ccc2nc(-c3ccc(N4C(=NC(=O)CCC(=O)O)SC5CS(=O)(=O)CC54)cc3)sc2c1 (stereo not drawn),-105,-45,0,2,-4,7,-65,-13
COc1ccc(OCCCN2CCc3ccccc3C2)cc1,15,19,1,9,-1,6,7,20
Cc1ccc(N(CC#N)C(=O)CS(=O)(=O)c2cccc([N+](=O)[O-])c2)cc1,29,-29,1,-4,-19,6,8,-16
Cc1cccc(C)c1NC(=O)c1ccc([N+](=O)[O-])s1,6,-14,-9,-12,-4,-3,19,-40
O=C(CN1CCCC1)NC(=O)NC1CCCC1,2,-4,-10,-6,2,5,10,-23
COc1ccccc1CNC(=O)c1ccc(OCC2CCCO2)cc1 (stereo not drawn),-1,-8,-14,4,-1,-12,-2,4
CC(Sc1nnc(-c2ccccc2F)o1)C(=O)Nc1ccc(N2CCOCC2)cc1 (stereo not drawn),-15,-17,1,-4,2,4,-8,9
O=C(C1=C[C@H](c2ccc3c(c2)OCO3)C[C@H](OCc2ccc(CO)cc2)O1)N1CCCCCCC1,17,-11,-1,8,5,17,7,18
O=C(CN1CCN(c2ccccc2O)CC1)Nc1ccc([N+](=O)[O-])cc1Br,0,4,-4,3,-12,-2,12,-1
CC(=O)c1c(C)[nH]c(C(=O)N(C)C(c2ccccc2)c2ccccc2)c1C,2,10,-7,7,4,10,-2,14
COc1cc(/C=C2/C(=N)N3C(=NC2=O)SN=C3S(C)(=O)=O)ccc1OC(=O)c1ccco1,9,1,-13,-24,2,12,7,3
Cc1ccc(C)c(N2CCN(C(=O)Cn3ncc4c([nH]c5ccc(C)cc54)c3=O)CC2)c1,9,9,3,0,3,11,-5,-12

# One compound at a time, from the list above. Screens in order: Jurkat NFkB inh	Gli-Sufu block	EBI2 antag	UBC13 polyUb	CXCR6 inh	CCR6 antag	697 NFkB inh	APJ antag
# `Cc1ccc(C)c(N2CCN(C(=O)Cn3ncc4c([nH]c5ccc(C)cc54)c3=O)CC2)c1` across the screens: 9	9	3	0	3	11	-5	-12
# `Cc1ccc2nc(-c3ccc(N4C(=NC(=O)CCC(=O)O)SC5CS(=O)(=O)CC54)cc3)sc2c1` (stereo not drawn) across the screens: -105	-45	0	2	-4	7	-65	-13

# Screening results deposited in PubChem BioAssay by Sanford-Burnham Center for Chemical Genomics.
